RAD54 branch = inhibitors of human RAD54 branch migration; inhibition, % at 10.4 µM; RAD54 Holliday junction branch migration, FAM/BHQ fluorescence; 0.14% of 360,000 active;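 active means mean normalized replicate activity at least 40 and at least half of replicates scoring 40 or more; inconclusive means only one of the two criteria met; inactive means mean below 40 and under half of replicates reaching 40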;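 further: 0% = median of neutral control wells and 100% = median of positive control wells; inhibitors cause a drop in the FAM fluorescence signal; in these data hits start at about 50%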
CASP6 VEID inh = blocks human caspase-6 cleavage activity. P55212. purified caspase-6, Z-VEID-R110 cleavage fluorescence. inhibition, % at 12.5 µM. 0.53% of 350,000 active;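 active means mean inhibition across replicates at least about 35%, with every replicate also reaching that limit, limit read from the data; inconclusive means only one of the two criteria met; inactive means neither criterion met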;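 further: 0% = median of neutral control wells and 100% = no fluorescence left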
Target sequence (P55212 24-179 limits assumed): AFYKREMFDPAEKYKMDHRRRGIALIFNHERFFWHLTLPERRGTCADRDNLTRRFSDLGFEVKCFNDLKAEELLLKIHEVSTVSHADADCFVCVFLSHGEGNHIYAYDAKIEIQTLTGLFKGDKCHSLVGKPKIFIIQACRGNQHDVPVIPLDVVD
Target sequence (P55212 194-293 limits assumed): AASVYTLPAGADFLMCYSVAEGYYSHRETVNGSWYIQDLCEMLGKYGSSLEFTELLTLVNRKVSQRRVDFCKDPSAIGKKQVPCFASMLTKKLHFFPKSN
ERp5 inh = blocks human ERp5 reductase activity on insulin; Q15084; ERp5 insulin aggregation, absorbance 650 nm, 90 min; inhibition, % at 9.99 µM; 0.05% of 350,000 active;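 active means mean replicate inhibition above about 25%, with every replicate also reaching it, limit read from the data, passing the limit was not always enough; inconclusive means only one of those two criteria met; inactive means neither criterion met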
esBAF inh = SWI/SNF esBAF complex inhibition. mouse ES cells, Bmi1-luciferase knock-in reporter, 24 h; 100% = twice the neutral-well signal. reporter increase, % at 12.5 µM. 2% of 350,000 active. AID 602393; in the data active means activation above about 40%; inconclusive means no clear call, values can overlap the other calls;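 further: 0% = median of the plate's neutral control wells and 100% = double that signal; a rise in the Bmi1 reporter signal indicates esBAF inhibition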
PglD inh = PglD (C. jejuni) enzyme inhibition. purified PglD enzyme, DTNB colorimetric CoA detection. inhibition, % at 12.5 µM. 0.098% of 360,000 active; in the data active means inhibition above about 16%, passing the limit was not always enough; inconclusive means no clear call, values can overlap the other calls; further: strong numbers were not always called active
E-selectin induc = E-selectin induction on HUVECs. P16581. HUVEC E-selectin immunofluorescence imaging; normalized: neutral wells 0, TNF-alpha wells 100. activation, % at 7.58 µM. 0.37% of 260,000 active. AID 686992;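 active means mean E-selectin-positive cell signal at least 10% of the positive control, reached in at least 60% of replicates, without over 20% cell loss; inconclusive means no rule given, readout overlaps actives, possibly toxicity-flagged; inactive means the rest, including those meeting only one limit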;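 further: in these data hits start at about 27%; measured in HUVEC primary endothelial cells; signal is the percent of cells scored E-selectin positive by PE staining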
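Read-out: % PE-positive cells | Test system: HUVEC | Doses: One compound dose added by pin transfer | Buffer or medium: EGM-2 over gelatin coat | Signal: Immunofluorescence imaging | Benchmarks: TNF-alpha, DMSO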
ARNT-TACC3 inh = disrupts binding between human ARNT and TACC3; inhibition, % at 9.99 µM; Q9Y6A5; 0.66% of 390,000 active; AlphaScreen His-ARNT PAS-B/GST-TACC3 binding, luminescence; TACC3 fragment carries E629A point mutation; AID 623870;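 active means mean inhibition of replicates at least 50% and at least half of replicates each reaching 50%; inconclusive means half or more replicates reach 50% but mean below 50%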;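 further: 0% = complete ARNT plus TACC3 wells and 100% = ARNT alone without TACC3; many hits fall short of the cut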
RAD52 inh = blocks human RAD52 DNA annealing; recombinant RAD52 DNA annealing, FRET fluorescence; 0.46% of 360,000 active; inhibition, % at 18.7 µM; AID 651710;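 active means every replicate showing at least 50% inhibition; inconclusive means mean inhibition at least 50% but not in every replicate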
Target sequence (P43351 whole entry, looked up): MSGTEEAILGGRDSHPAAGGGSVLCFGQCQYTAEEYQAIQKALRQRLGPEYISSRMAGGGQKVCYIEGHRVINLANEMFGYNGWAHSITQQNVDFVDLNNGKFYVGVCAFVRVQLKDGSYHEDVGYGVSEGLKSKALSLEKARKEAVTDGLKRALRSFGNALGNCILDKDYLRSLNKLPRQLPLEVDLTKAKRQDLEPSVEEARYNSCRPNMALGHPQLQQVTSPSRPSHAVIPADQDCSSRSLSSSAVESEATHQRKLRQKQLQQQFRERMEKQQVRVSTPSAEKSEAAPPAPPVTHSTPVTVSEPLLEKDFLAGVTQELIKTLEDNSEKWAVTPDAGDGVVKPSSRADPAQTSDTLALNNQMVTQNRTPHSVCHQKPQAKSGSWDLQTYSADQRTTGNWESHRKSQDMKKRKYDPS
* marks the source's active call; other numbers are inactive results; ? = inconclusive; · = no result given.

entry	compound	RAD54 branch	CASP6 VEID inh	ERp5 inh	esBAF inh
1	COc1ccc(CNC(=O)COC(=O)c2sccc2C)cc1OC	0	-3	3	24
2	COc1ccccc1C1=NOC(COC(=O)c2ccc(Br)cc2)C1 (centres undefined)	-8	2	1	-7
3	COC(=O)c1ccc(COc2cc([N+](=O)[O-])cc3cccnc23)cc1	·	0	2	·
4	O=C(Nc1ccccc1)N(CCN1CCOCC1)Cc1ccccc1F	-5	·	·	17
5	Cc1nn(-c2ccccc2)c(C)c1C(=O)OCC(=O)N(C)c1ccccc1	-5	2	5	13
6	O=C(c1ccccc1S(=O)(=O)NCC(O)COc1ccc([N+](=O)[O-])cc1)N1CCCCC1 (centres undefined)	-1	-2	0	1
7	CC(C)CC(=O)NCCCCc1ccccc1	·	1	-6	·
8	CCCn1nnnc1NCc1ccc(OC)cc1OC	-13	-2	-1	-5
9	CCS(=O)(=O)N1CCCC(C(=O)NCC2CCCO2)C1 (centres undefined)	0	·	·	-6
10	COc1cccc(/C=N/NC(=O)c2nnn(-c3nonc3N)c2C(C)C)c1OCc1ccc(F)cc1	-1	·	·	11

entry	PglD inh	E-selectin induc	ARNT-TACC3 inh	RAD52 inh
1	0	·	0	-9
2	1	-0.1	0	-10
3	·	-0.2	·	-3
4	4	·	0	·
5	0	-0.6	·	-7
6	1	·	-4	5
7	·	-0.6	-7	-8
8	2	0.1	4	-11
9	4	·	-9	·
10	3	·	-14	·

(listing goes on)
entry	compound	RAD54 branch	CASP6 VEID inh	ERp5 inh	esBAF inh
11	CCCOP(=O)(c1ccc(N(C)C)cc1)C(O)c1cc(OC)ccc1OC (centres undefined)	·	-3	-1	-7
12	O=C(O)CCCCOn1ccnc1	-1	2	-2	-2
13	O=[N+]([O-])c1ccc(N2CCSCC2)cc1	·	-2	2	·
14	Cc1ccnc(NC(=O)c2ccc3c(c2)C(=O)N(CC2CCCO2)C3=O)c1 (centres undefined)	·	-2	9	·
15	CCN(CC)S(=O)(=O)c1ccc(-c2nnc(SCC(=O)N3c4ccccc4CC3C)n2CC)cc1 (centres undefined)	-2	·	·	·
16	Cc1ccc(NC2=C/C(=N/S(=O)(=O)c3cccs3)c3ccccc3C2=O)cc1C	3	0	0	·
17	Cc1cc(C(=O)Nc2cccc3c2O[C@H](CN(C)S(=O)(=O)c2ccccc2)[C@H](C)CN([C@@H](C)CO)C3=O)n(C)n1	2	0	-15	-6
18	O=C(C[C@H]1CC[C@H](NC(=O)NC2CCCCC2)[C@@H](CO)O1)NCc1ccccc1	-8	-1	7	0
19	Cc1ccc(C)c(Sc2ccc(S(=O)(=O)Nc3ccc(C(=O)O)cc3)cc2)c1	-2	27	1	5
20	C[C@@H]1CN([C@@H](C)CO)C(=O)Cc2cc(NC(=O)Nc3ccc(F)cc3)ccc2O[C@H]1CN(C)C(=O)Nc1ccc2c(c1)OCO2	0	0	2	3

entry	PglD inh	E-selectin induc	ARNT-TACC3 inh	RAD52 inh
11	·	0.3	-4	-11
12	-3	·	-4	-3
13	·	·	-4	-17
14	·	·	-1	0
15	-3	-0.1	-5	·
16	6	·	-3	8
17	4	-0.2	-2	-2
18	-2	-0.3	-2	-6
19	0	-0.1	·	-11
20	-1	-2.4	-20	15

Ordered by molar mass (lowest first): some entries from above
entry	compound	RAD54 branch	CASP6 VEID inh	ERp5 inh	esBAF inh
13	O=[N+]([O-])c1ccc(N2CCSCC2)cc1	·	-2	2	·
14	Cc1ccnc(NC(=O)c2ccc3c(c2)C(=O)N(CC2CCCO2)C3=O)c1 (centres undefined)	·	-2	9	·
11	CCCOP(=O)(c1ccc(N(C)C)cc1)C(O)c1cc(OC)ccc1OC (centres undefined)	·	-3	-1	-7
18	O=C(C[C@H]1CC[C@H](NC(=O)NC2CCCCC2)[C@@H](CO)O1)NCc1ccccc1	-8	-1	7	0
16	Cc1ccc(NC2=C/C(=N/S(=O)(=O)c3cccs3)c3ccccc3C2=O)cc1C	3	0	0	·
10	COc1cccc(/C=N/NC(=O)c2nnn(-c3nonc3N)c2C(C)C)c1OCc1ccc(F)cc1	-1	·	·	11
15	CCN(CC)S(=O)(=O)c1ccc(-c2nnc(SCC(=O)N3c4ccccc4CC3C)n2CC)cc1 (centres undefined)	-2	·	·	·
17	Cc1cc(C(=O)Nc2cccc3c2O[C@H](CN(C)S(=O)(=O)c2ccccc2)[C@H](C)CN([C@@H](C)CO)C3=O)n(C)n1	2	0	-15	-6
20	C[C@@H]1CN([C@@H](C)CO)C(=O)Cc2cc(NC(=O)Nc3ccc(F)cc3)ccc2O[C@H]1CN(C)C(=O)Nc1ccc2c(c1)OCO2	0	0	2	3

entry	PglD inh	E-selectin induc	ARNT-TACC3 inh	RAD52 inh
13	·	·	-4	-17
14	·	·	-1	0
11	·	0.3	-4	-11
18	-2	-0.3	-2	-6
16	6	·	-3	8
10	3	·	-14	·
15	-3	-0.1	-5	·
17	4	-0.2	-2	-2
20	-1	-2.4	-20	15

(next part)
entry	compound	RAD54 branch	CASP6 VEID inh	ERp5 inh	esBAF inh
21	COC(=O)c1cc[n+](CC(=O)c2ccccc2)cc1	-17	·	·	10
22	O=C(COC(=O)c1ccccc1)c1ccc2c(c1)OCCO2	5	4	1	1
23	COc1ccc(OCC(=O)Nc2ccc(S(=O)(=O)N(C)c3ccccc3)cc2)cc1	6	-5	3	·
24	CN(Cc1cnn(-c2ccc(F)cc2)c1)C(=O)[C@H]1O[C@@H](n2cnc3c(N)ncnc32)[C@H](O)[C@@H]1O	-9	-1	2	1
25	CCc1ccc(NC(=O)C(=O)NNC(=O)c2cccc(OC)c2)cc1	1	0	-3	·
26	COc1ccc(CN2CCC(N3CC(C)OC(C)C3)CC2)c(OC)c1OC (centres undefined)	3	-1	-2	-7
27	O=C(C[C@H]1C=C[C@@H](NC(=O)c2ccc3c(c2)OCO3)[C@@H](CO)O1)NCc1ccc(F)cc1	·	-1	-2	·
28	C/C(=N/Nc1nc(-c2ccccc2F)nc2ccccc12)c1ccccc1O	-9	-1	3	3
29	C(=Nn1cnnc1)c1ccc2c(c1)CCC2	-3	-4	0	1
30	COc1cccc(NC(=O)CN(C)C(=O)CSC(=S)N2CCCC2)c1	-6	0	-1	-3

entry	PglD inh	E-selectin induc	ARNT-TACC3 inh	RAD52 inh
21	-4	·	-1	·
22	-4	-0.3	-11	-20
23	0	·	-1	-4
24	1	0.5	·	0
25	-4	0.9	0	-6
26	3	·	0	0
27	·	-0.4	·	6
28	-4	2.0	1	-120
29	3	-0.2	·	-3
30	-8	0.2	-3	-10

(list continues)
entry	compound	RAD54 branch	CASP6 VEID inh	ERp5 inh	esBAF inh
31	O=S(=O)(NCCc1ccncc1)c1cc(Br)ccc1F	-9	·	·	4
32	CCOc1ccc(Nc2c3ccccc3nc3ccccc23)cc1	106*	0	3	-15
33	Cc1cc(C(C#N)c2ccccc2)n2ncnc2n1 (centres undefined)	-7	·	·	-10
34	CC1CCCCC12NC(=O)N(CC(=O)Nc1cccc(S(=O)(=O)N3CCCCC3)c1)C2=O (centres undefined)	-7	5	10	5
35	C[C@@H]1CN([C@H](C)CO)C(=O)c2cc(NC(=O)CCCN(C)C)ccc2O[C@@H]1CN(C)S(=O)(=O)c1cccs1	-3	2	-2	0
36	CCOC(=O)Nc1ccc(NC(=O)OCC)cc1	-12	-6	-2	12
37	Brc1csc(C=Nc2ccc3c(c2)OCCOCCOCCOCCO3)c1	-2	·	·	-1
38	CCn1c(SCC(=O)N(C)c2ccccc2)nc2c([nH]c3ccccc32)c1=O	5	0	1	-11
39	O=C(NCCCNc1ccc(C(F)(F)F)cc1[N+](=O)[O-])c1ccc(Cl)cc1	12	·	·	1
40	Cc1cccc(NC(=S)NC(=O)CCc2ccccc2)c1C	1	·	·	1

entry	PglD inh	E-selectin induc	ARNT-TACC3 inh	RAD52 inh
31	0	·	-4	·
32	-6	0.0	14	85*
33	2	-1.7	8	·
34	-2	·	3	3
35	0	-1.1	-4	3
36	0	·	1	0
37	-6	-0.1	1	·
38	5	-0.1	-4	-6
39	-3	·	-2	·
40	2	·	-5	·

Later entries
entry	compound	RAD54 branch	CASP6 VEID inh	ERp5 inh	esBAF inh
41	CCNC(=O)C[C@@H]1CC[C@@H]2[C@H](COc3ccc(NC(=O)c4cccc(OC)c4)cc3C(=O)N2C)O1	-1	2	-4	-6
42	N#Cc1nc(-c2ccc(F)cc2)oc1N1CCC(C(N)=O)CC1	7	-1	4	-1
43	COc1ccc2c(c1)c(CC(=O)OCC(N)=O)c(C)n2C(=O)c1ccc(Cl)cc1	5	2	-4	-8
44	C[C@H](CO)N1C[C@H](C)[C@H](CN(C)Cc2ccc(Oc3ccccc3)cc2)Oc2ccc(N(C)C)cc2C1=O	-6	1	-1	-3
45	C[C@H](CO)N1C[C@H](C)[C@@H](CN(C)Cc2ccncc2)Oc2cc(Br)ccc2S1(=O)=O	0	0	2	-6
46	CSc1ncccc1C(=O)Nc1ccc2nc(C)sc2c1	-5	-1	-3	·
47	Cn1cccc1-c1nc2ccc([N+](=O)[O-])cc2[nH]1	10	2	1	?
48	COCCOC(=O)C1=C(C)NC(C)=C(C(=O)OC(C)C)C1c1cccc([N+](=O)[O-])c1 (centres undefined)	-6	·	-1	-4
49	COC(=O)c1cc2c(c3c4cc(F)ccc4n(S(=O)(=O)c4cccc(C)c4)c13)C(=O)N(Cc1ccccc1OC)C2	·	1	1	·
50	Cc1ccccc1CC1CCN(CCCNC(=O)Nc2ccccc2)CC1	-2	-12	5	-3

entry	PglD inh	E-selectin induc	ARNT-TACC3 inh	RAD52 inh
41	-1	0.9	-11	-9
42	6	·	14	2
43	2	·	-9	7
44	0	0.0	19	11
45	1	0.4	18	10
46	-3	·	13	-8
47	-11	-0.4	8	1
48	1	0.1	30	-6
49	·	-0.2	·	-34
50	3	·	-5	-21

Next section.
entry	compound	RAD54 branch	CASP6 VEID inh	ERp5 inh	esBAF inh
51	O=C(c1ccccc1)N(Cc1cccc(Br)c1)C1CCS(=O)(=O)C1 (centres undefined)	-3	-2	·	-5
52	O=C(CSc1ccc(-c2ccco2)nn1)Nc1ccc(F)cc1	-7	3	1	4
53	COc1ccc2c3c(n(C)c2c1)[C@@H](CO)N(Cc1cc(F)ccc1F)CC31CCN(C(C)=O)CC1	·	3	10	·
54	COCC#Cc1ccc2c(c1)O[C@@H](CN(C)S(C)(=O)=O)[C@@H](C)CN([C@@H](C)CO)S2(=O)=O	-1	1	-3	3

entry	PglD inh	E-selectin induc	ARNT-TACC3 inh	RAD52 inh
51	5	·	1	-4
52	-4	·	-11	-53
53	·	-0.4	·	-59
54	-1	0.1	10	22

Assay outcomes: PubChem BioAssay, Broad Institute
